Source: PubChem BioAssay (National Center for Advancing Translational Sciences (NCATS))
Tb PYK inh: T. brucei pyruvate kinase inhibition; Q57TT1; TbPYK enzyme, Kinase-Glo Plus ATP luminescence, 45 min; Potency, µM (highest dose often 76.8 µM), without a hit: at the top dose activity, negative = inhibition, actives largely listed as inhibitors; actives 0.12% (n = 410,000); AID 624173; note: potency is the fitted concentration of half-maximal effect; % is set by controls: 0 for no effect and ±100 for the full control effect; nearly all actives have a fitted effect of over 50% in size
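Activity of T. brucei pyruvate kinase was followed by Kinase-Glo Plus luminescence after the enzyme reacted 45 min at room temperature with 130 uM ADP (final) and substrate. Test compounds were added before ADP at multiple concentrations.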
Pf growth 96h: P. falciparum growth inhibition at 96 hours | P. falciparum luciferase reporter growth, 96 h | Potency, µM (doses to about 28.7 µM), inactives show at the top dose activity change, negative = inhibition, hits mostly inhibitors | actives 6.9% (n = 320,000) | AID 504834; note: potency is the fitted concentration of half-maximal effect; % is set by controls: 0 for no effect and ±100 for the full control effect
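Readout is luminescence from an integrated firefly luciferase in P. falciparum. Red cells, 2% hematocrit and 0.05% parasitemia final, were cultured with compound through two parasite generations (96 hours) at 37 C, 5% CO2.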
AmpC no deterg: inhibitors of E. coli AmpC beta-lactamase without detergent; P00811; AmpC nitrocefin hydrolysis, absorbance 480 nm, 0.0001% Triton; Potency, µM (top dose mostly 57.1 µM), for inactives: at the highest dose activity change, negative = inhibition, hits mostly inhibitors; actives 0.52% (n = 330,000);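 note: potency is the fitted concentration of half-maximal effect; plate controls were no compound for no effect and no enzyme for full effect; nearly all actives have a fitted effect of over 20% in size; some results filed as inactive show a strong effect at the top dose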
Target sequence (P00811 whole entry, looked up): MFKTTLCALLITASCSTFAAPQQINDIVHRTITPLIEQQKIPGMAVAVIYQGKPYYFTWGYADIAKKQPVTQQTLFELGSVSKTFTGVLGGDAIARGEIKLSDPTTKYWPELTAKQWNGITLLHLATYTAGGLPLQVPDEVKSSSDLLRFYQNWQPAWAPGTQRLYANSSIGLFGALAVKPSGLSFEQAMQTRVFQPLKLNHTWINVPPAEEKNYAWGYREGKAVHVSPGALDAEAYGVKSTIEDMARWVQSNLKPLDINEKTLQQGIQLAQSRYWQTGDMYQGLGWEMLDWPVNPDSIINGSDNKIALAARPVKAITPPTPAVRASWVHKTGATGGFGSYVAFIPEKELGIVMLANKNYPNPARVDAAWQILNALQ
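AmpC (5.3 nM in the dispensed reagent) in 20 mM phosphate pH 7.0 with 0.01% (detergent screen) or 0.0001% Triton X-100 was preincubated with compounds for 15 min at room temperature. Nitrocefin was then added from an 800 uM solution, and hydrolysis was followed at 480 nm.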
Pf growth 48h: inhibits P. falciparum growth in the first generation, 48 h; P. falciparum luciferase growth in erythrocytes, 48 h; Potency, µM (top dose mostly 28.7 µM), for the others: top-dose activity change, negative = inhibition, hits mostly inhibitors; actives 5.9% (n = 310,000); AID 504832; note: potency is the fitted concentration of half-maximal effect; % is set by controls: 0 for no effect and ±100 for the full control effect
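Firefly luciferase activity from engineered P. falciparum reports growth; inhibitors lower the luminescent signal. Cultures contained 2% hematocrit erythrocytes at 0.1% final parasitemia.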
Shiga toxin inh: inhibitors of Shiga toxin in Vero cells. inhibition, % at 38.7 µM. Vero cells, Shiga toxin protein synthesis inhibition reporter. actives 9.2% (n = 290,000). AID 2315; in the data active = inhibition mostly above about 28%, no sharp cut-off; inactive = mostly below about 43%; note: 0% is about no effect
Cycloheximide cs: counter-screen hit for Shiga toxin inhibitors, cycloheximide; max response, %; cell reporter, cycloheximide protein synthesis inhibition counterscreen; actives 12% (n = 300,000); in the data active = max response mostly above about 13%, no sharp cut-off; inactive = mostly below about 14%; note: read at 38.3 µM for the half of the compounds with a filed dose; 0% is about no effect
LmPK inh: inhibitors of Leishmania mexicana pyruvate kinase | Q27686 | purified LmPK, Kinase-Glo ATP luminescence, 1 h | Potency, µM (titrated, usually from 57.5 µM), inactives show top-dose activity change, negative = inhibition, hits mostly inhibitors | AID 1721 | actives 0.37% (n = 290,000); note: potency is the fitted concentration of half-maximal effect; % is set by controls: 0 for no effect and ±100 for the full control effect
Target sequence (Q27686 whole entry, looked up): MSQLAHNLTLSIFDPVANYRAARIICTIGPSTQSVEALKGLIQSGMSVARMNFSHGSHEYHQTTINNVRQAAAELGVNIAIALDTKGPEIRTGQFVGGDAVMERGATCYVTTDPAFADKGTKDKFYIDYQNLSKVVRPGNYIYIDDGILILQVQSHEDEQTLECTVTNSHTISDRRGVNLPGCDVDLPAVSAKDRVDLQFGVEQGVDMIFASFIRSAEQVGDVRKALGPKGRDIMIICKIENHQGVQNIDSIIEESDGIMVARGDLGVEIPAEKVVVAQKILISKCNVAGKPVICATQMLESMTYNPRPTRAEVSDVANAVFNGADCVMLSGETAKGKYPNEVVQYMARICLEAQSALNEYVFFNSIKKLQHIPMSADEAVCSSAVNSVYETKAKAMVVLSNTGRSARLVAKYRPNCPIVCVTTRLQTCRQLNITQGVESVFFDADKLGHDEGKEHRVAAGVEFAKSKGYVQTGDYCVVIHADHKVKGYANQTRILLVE
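qHTS format; LmPK 0.1 nM; substrates PEP 0.5 mM and ADP 0.1 mM. One-hour room-temperature incubation, then coupled luciferase luminescence; 0.5 nM enzyme wells mark activation.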
* marks the source's active call; other numbers are inactive results; ? = inconclusive; nt = not tested or not shown; + = active, no number; & = joins results of further samples; [ ] = dose if it differs, or a comment. Unless noted, calls come from the whole dose curve; as a rule, active = well fitted curve in the direction sought with a large enough effect; inconclusive = small, poorly fitted or top-dose-only effect, or another doubt; inactive = no such curve, though single readings can be large; an effect the other way counts as inactive or inconclusive.

Compound	AmpC no deterg	Cycloheximide cs	Shiga toxin inh	Tb PYK inh	Pf growth 48h	Pf growth 96h	LmPK inh
CC1Cc2cc(S(=O)(=O)N3CCN(c4cccc(Cl)c4)CC3)ccc2N1C(=O)C1CC1 (stereo not given)	-16%	-4	13	-2%	?	?	6%
CN(C(=O)CSc1nnc(-c2ccc3c(c2)OCO3)o1)C1CCS(=O)(=O)C1 (stereo not given)	-21%	nt	nt	5%	?	-14%	nt
COc1ccc(CCNC(=O)C2CCC(=O)N2S(=O)(=O)c2ccc(C)cc2)cc1 (stereo not given)	17%	-2	-7	-2%	-6%	?	-7%
COc1ccccc1C(=O)Nc1c(C(=O)N2CCN(C)CC2)oc2ccccc12	139%[activator]	-2	-12	4%	?	-2%	-4%
CN(C)c1ccc(N2C(=NC(=O)COc3ccccc3)SC3CS(=O)(=O)CC32)cc1 (stereo not given)	-14%	25*	46*	-8%	3%	?	-11%
Cc1nn(C)cc1/C=N/NC(=O)C(C)(C)Oc1ccc(Cl)cc1	5%	-2	-16	-9%	4%	nt	0%
O=C(NCCO)c1scc2c1OCCO2	-43%	-1	-16	-5%	-4%	?	0%
Cc1onc(-c2c(Cl)cccc2Cl)c1C(=O)NC1C(=O)N2C1SC(C)(C)C2C(=O)O (stereo not given)	?	-8	-9	-2%	-6%	-17%	8%
[O-][n+]1ccccc1SCc1ccccc1	-15%	nt	nt	6%	?	58%[activator]	nt
COC(=O)CCCC1=CC2=C(c3ccccc3)C(=O)C(C)(OC(=O)C3CCCC3)C(=O)C2=CN1c1ccccc1 (stereo not given)	137%[activator]	-5	2	0%	?	?	-1%[11.5 µM]
CCOc1ccccc1C1C(C#N)=C(N)SC(N)=C1C#N	-34%	-4	17	0%	?	nt	4%
CCOC(=O)C1(Cc2cccc(OC)c2)CCN(Cc2cc(OC)ccc2OC)CC1	46%	-1	-3	4%	?	10µM*	2%
O=C(CNc1cccc(S(=O)(=O)N2CCOCC2)c1)Nc1ccccc1F	4%	15	-12	2%	0%	-29%	-2%
COc1ccc(C)c(NC(=O)C2CC(=O)NC3=C2C(=O)CCC3)c1 (stereo not given)	-11%	-3	-14	4%	31%[activator][5.75 µM]	-7%	0%
O=C(COC(=O)c1cnc(Cl)c(Cl)c1)Nc1ccc(S(=O)(=O)N2CCCC2)cc1	-50%	-2	14	-3%	-2%	-28%	0%
O=C(NCc1ccccc1)c1onc(CSc2ccccn2)c1C(=O)NCc1ccccc1	-3%	1	-12	2%	-21%	-16%	-3%
CC1(C)CC(=O)C2=C(C1)NCN(CCCN1CCOCC1)C2	-13%	-5	-15	6%	10%	-11%	-2%
COc1ccc(NC(=O)CS(=O)CC(=O)Nc2ccc(F)cc2F)cc1 (stereo not given)	-4%	-5	-15	-2%	16%	111%[activator]	0%
COc1ccc(-c2nc(CS(=O)(=O)CC(=O)NCCCN3CCN(C)CC3)c(C)o2)cc1	48%	4	-8	-5%	-7%	67%[activator]	-4%
CC(C)COC(=O)c1ccc(NC(=O)C2C3CCC(C3)C2C(=O)O)cc1 (stereo not given)	-6%	62*	74*	2%	79%[activator]	14%	-4%
COc1ccc2[nH]c3c(c2c1)CCC/C3=N\N	-22%	9.7*	8	-9%	40%[activator]	77%[activator]	2%
COc1ccc(/C=C/C(=O)NNc2cc(=O)n(C)c(=O)n2C)cc1OC	-2%	8	-4	-10%	-8%	-15%	5%
CCN(CC(=O)NC1CCS(=O)(=O)C1)S(=O)(=O)c1ccc(Cl)cc1C(F)(F)F (stereo not given)	-6%	nt	nt	2%	7%	-15%	nt
O=C(NNC(=O)c1cc(S(=O)(=O)N2CCCCC2)ccc1Cl)c1ccccc1O	-33%	nt	nt	0%	-15%	-25%	nt
COc1ccc(C(=O)c2sc(Nc3ccccc3)c(C(=O)Nc3ccc(OC)c(OC)c3)c2N)cc1	16%	12	24	-8%	13µM*	?	-3%
Cc1cc(NC(=O)CCC(=O)N(c2ccccc2)C(C(=O)NC2CCCCC2)c2cccs2)no1 (stereo not given)	-20%	-3	-4	2%	?	8.3µM*	3%
COc1cc(OC)c(C(=O)O/N=C(\N)c2cccc(C)c2)cc1OC	25%	50*	82*	-5%	?	-8%	-1%
COc1ccc(-n2ncc3c(NCCCn4ccnc4)ncnc32)cc1	-31%	-4	-4	3%	-9%	?	2%
O=C(COC(=O)c1ccccc1)Nc1ccccc1Br	-24%	40*	65*	-6%	0%	5%	1%
CON/C=C(\C=Nc1ccc(Cl)cc1)c1ncc(C(F)(F)F)cc1Cl	-32%	1	9	-3%	?	?	-1%
COc1ccccc1C/C(N)=N/OC(=O)c1cccs1	-17%	18*	40	0%	13%	19%	0%
Cc1ccc(NC(=S)Nc2cccc3ccccc23)cc1F	-49%	42*	81*	4%	?	39%[activator]	3%
Cc1c(C(=O)OCC(=O)Nc2ccccc2OC(F)F)cccc1[N+](=O)[O-]	-29%	9	-4	-1%	25%	?	4%
CCOC(=O)c1ccccc1NC(=O)CSC(C)C(=O)Nc1cc(C)on1 (stereo not given)	-12%	nt	nt	-4%	17%	-24%	nt
COc1cccc(NS(=O)(=O)NC(=O)c2cn(C)c3ccccc23)c1	42%	-1	23	6%	23%	0%	4%
O=C(O)c1cnc2ccccc2n1	-13%	-4	-16	-12%	15%	11%	3%
Cc1noc(C)c1S(=O)(=O)N1CCN(c2ccccc2Cl)CC1	-10%	nt	nt	-7%	?	15µM*	nt
CCc1cc(C(=O)NN2C(=O)NC3(CCCCC3)C2=O)sc1C	-17%	nt	nt	-4%	-6%	-7%	nt
O=C(Nc1ccnn1C1CCN(C(=O)c2ccc(F)c(Cl)c2)CC1)C1CC1	-5%	4	-34	1%	-3%	?	-4%
C#CC[N+](C)(C)CCCCCCCC	1%	1	-8	6%	3.7µM*	?	-3%
Nc1nonc1C(=O)NCCNS(=O)(=O)c1ccc(F)cc1	-12%	-2	-12	-7%	15%	2.9µM*	-1%
COc1ccc(NC(=O)CSc2nc3c([nH]c4ccccc43)c(=O)n2C)cc1	-16%	-9	15	0%&4%	8%[1.15 µM]	0%	3%
Cc1cc(C(=O)Nc2ccccc2)c(C)o1	87%[activator]	7	-2	2%	nt	34%[activator]	4%
Cc1sc(NC(=O)CSc2ncn(-c3ccccc3)n2)nc1-c1ccccc1	?	-2	4	1%	?	?	7%
COc1ccc(C(=O)N2c3ccccc3CC2C)cc1OC (stereo not given)	nt	-3	-3	-9%	0%	-1%	-1%
CN(C)S(=O)(=O)c1ccc(C(=O)NCC(C)(C)CN=C2NS(=O)(=O)c3ccccc32)cc1	79%[activator]	-4	-13	-5%	?	?	0%
CCOP(=O)(OCC)/C(=N/OC(=O)c1cccc([N+](=O)[O-])c1)C(N)=O	-12%	-2	-8	0%	0%	0%	-4%
COC(c1ccc(Cl)cc1)(c1ccc(Cl)cc1)C(Oc1nccc(C)n1)C(=O)O (stereo not given)	-12%	-2	-3	-3%	6%	?	-3%
COc1ccc(N2CCN(C(CNS(=O)(=O)c3ccc4c(c3)OCCO4)c3ccco3)CC2)cc1 (stereo not given)	-12%	8	10	-7%	?	?	4%
Nc1cccc(-c2cnc3ccccc3n2)c1	0%	64*	63*	-1%	213%[activator]	-13%	-11%
COc1ccc2cc3c(N)nn(C(=O)c4ccccc4[N+](=O)[O-])c3nc2c1	-11%	-1	-17	-6%	?	28%	3%
CCCCCn1nnc2c(=O)oc3ccccc3c21	-10%	-5	5	-3%	-3%	12%	-1%
COc1ccccc1C1(O)CCN(CC(=O)Nc2nc(-c3ccccc3)cs2)CC1	74%[activator]	1	17	-1%	-2%	-19%	0%
O=C(Nc1ccc2c(c1)OCCO2)c1ccc(Cl)c([N+](=O)[O-])c1	-28%	56*	+	-16%	36%[activator]	34%[activator]	2%
COc1ccc(/C=C/C(=O)N(C(C)C)C(C)C)cc1Br	48%	24*	51*	-2%	6.6µM*	?	-4%
C[C@]12CC[C@@H]3c4ccc(OC(=O)N(CCCl)CCCl)cc4CC[C@H]3[C@@H]1CC[C@@H]2O	nt	nt	nt	-12%	5%	-19%	nt
O=C(Nc1ccccc1N1CCCC1)c1cccc(F)c1	-16%	12	-5	-11%	9%	-7%	2%
Nc1ncc([N+](=O)[O-])c(N2CCCCCC2)n1	-7%	-6	-13	0%	-6%	-2%	-5%
COC(=O)c1ccccc1S(=O)(=O)NCc1nc2nc(C)cc(C)n2n1	-16%	1	10	2%	37%[activator]	13µM*	0%
Cc1nc2scc(C)n2c(=O)c1S(=O)(=O)NCc1ccc(F)cc1	-6%	-6	-6	0%	19%	?	-10%

Pulled by structure from the list above (2):
Compound	AmpC no deterg	Cycloheximide cs	Shiga toxin inh	Tb PYK inh	Pf growth 48h	Pf growth 96h	LmPK inh
COc1ccc(/C=C/C(=O)N(C(C)C)C(C)C)cc1Br	48%	24*	51*	-2%	6.6µM*	?	-4%
COc1ccccc1C1(O)CCN(CC(=O)Nc2nc(-c3ccccc3)cs2)CC1	74%[activator]	1	17	-1%	-2%	-19%	0%

Next entries follow:
Compound	AmpC no deterg	Cycloheximide cs	Shiga toxin inh	Tb PYK inh	Pf growth 48h	Pf growth 96h	LmPK inh
O=C(Cn1nc(C(=O)O)c2ccccc2c1=O)Nc1cc(C(F)(F)F)ccc1-n1cncn1	21%	nt	nt	-2%	-24%	-5%	nt
COC(=O)C(=C/C=C/N1CCOCC1)C(=O)OC	11%	1	3	nt	2%	19%	0%
CCn1ccnc1CN(C)C(=O)c1ccc2nc(Cc3ccc(OC)cc3)oc2c1	69%[activator]	-1	-3	-3%	16%	-22%	5%
CC(OC(=O)CCCN=C1NS(=O)(=O)c2ccccc21)C(=O)Nc1ccc(F)c(F)c1F (stereo not given)	1%	nt	nt	9%	3%	61%[activator]	nt
Cc1c(N2C(=O)CS/C2=N\N=C\c2ccc(Br)cc2)c(=O)n(-c2ccccc2)n1C	65%[activator]	-2	-17	-9%	4%	8%	2%
Cc1ccc(S(=O)(=O)Oc2ccccc2/C=N/NC(N)=S)cc1	-12%	-6	-10	-11%	nt	?	7%
Cn1c(=O)n(C)c2cc([N+](=O)[O-])c(N3CCN(S(=O)(=O)c4ccc(C(C)(C)C)cc4)CC3)cc21	-13%	1	-8	1%	9.3µM*	?	-1%
NC(=O)C(c1ccc(Cl)cc1)c1ccc(Sc2ccc(Cl)cc2)nn1 (stereo not given)	-4%	1	-5	-9%	nt	-89%	5%
CCOc1ccc(NC(=O)CSc2nc(C)c3c(c2C#N)CCCC3)cc1	-18%	15	-19	0%	24%	31%[activator]	2%
CC(C)OCCCNc1ncc2c(n1)CC(c1ccccc1)CC2=O (stereo not given)	21%	9	4	7%	?	54%[activator]	1%[11.5 µM]
